S-ASM inh – blocks human secretory acid sphingomyelinase; P17405; placental ASM, HMU-PC fluorogenic substrate, 60 min; Potency, µM (doses to about 57.5 µM), for inactives: top-dose activity change, negative = inhibition, most hits filed as inhibitors; actives 0.006% (n = 340,000); AID 504937; note: potency is the fitted concentration of half-maximal effect
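Human placenta-derived ASM enzyme was preincubated with compound for 10 minutes at room temperature, then given fluorogenic substrate HMU-PC0 (9 uM final) for 60 minutes at 37 °C; a pH 10 stop preceded fluorescence reading at Ex 386/Em 447 nm.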
TCR activator – activators of T cell receptors; primary human leukocytes, anti-CD3, IL-2 HTRF, 48 h; Potency, µM (series often up to 9.22 µM), without a hit: at the highest dose activation of IL-2 secretion, usual class: activators; 330,000 tested, under 10 active; AID 504894; note: % of control where 0% means no effect
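HTRF read-out of IL-2 secretion: europium cryptate donor excited at 320nm, d2 acceptor emission at 665nm. Cells were primary human leukocytes incubated 48 hr with compounds and a-CD3 beads, supplying TCR signal only.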
Integrin act MD – integrin-mediated muscular dystrophy alleviation activation. Potency, µM (top dose mostly 38.3 µM), for inactives: at the highest dose activation, actives largely listed as activators. actives 0.064% (n = 350,000). alpha7betagal myoblasts, beta-gal FDG fluorescence, 48 h;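 note: potency is the fitted concentration of half-maximal effect; 100% = response of the positive control SU9516; nearly all actives have a fitted effect of over 60% in size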
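Alpha7betagal+/- myoblasts (passage 13) were plated 16-24 hr, then exposed to compounds (1:260 dilution of DMSO stock) for 48 hours at 37C. After MPER lysis, β-galactosidase reporter activity was read as FDG fluorescence (ex 480/em 540) after 30 minutes.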
TSHR antagonist – antagonists of human thyroid stimulating hormone receptor; activity change, negative = inhibition, % at 11.5 µM; P16473; AID 504810; actives 0.2% (n = 330,000); TSHR-expressing cells, TSH-stimulated cAMP HTRF, 2 h; stronger effect = lower value;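 active = activity change below a set negative limit, meaning inhibition stronger than a set level, cut at about -70% in these data; inconclusive = activity change between two set negative limits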; note: % is set by controls: 0 for no effect and ±100 for the full control effect
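TSHR-expressing cells, 200/well, pre-treated with compound, then stimulated with EC80 TSH (4nM final) for 2 hours at 37 deg C. cAMP measured by competitive HTRF: anti-cAMP cryptate antibody in lysis buffer plus cAMP-d2, read after 30 minutes at room temperature.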
TSG101-PTAP inh – blocks PTAP/TSG101 interaction to inhibit HIV-1 budding; Potency, µM (titrated, usually from 115 µM), without a hit: at the top dose activity change, negative = inhibition, most hits filed as inhibitors; 340,000 tested, under 10 active; Q99816; Fluorescence polarization, FITC-PTAP peptide / Tsg101 binding; active = well fitted inhibition curve with a large enough effect in the main read-out, with a control signal flat, not every such curve was filed as active; inconclusive = small, poorly fitted or top-dose-only effect, or effect the other way, or a change in a side signal; inactive = no such curve, though single readings can be large or run the other way; note: potency is the fitted concentration of half-maximal effect; % of control where 0% means no effect
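Fluorescence anisotropy tracks displacement of a FITC-tagged PTAP peptide (50 nM) from the Tsg101 binding domain (10 uM), following a 20 min room-temperature incubation at pH 7.5.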
AT treatment – potential ataxia-telangiectasia treatments restoring KAP-1 phosphorylation | […] A-T fibroblasts, KAP-1 phosphorylation AlphaLISA; neocarzinostatin DNA damage 30 min before lysis | Potency, µM (top dose mostly 57.5 µM), for the others: at the top dose activation, actives largely listed as activators | actives 0.19% (n = 320,000); note: potency is the fitted concentration of half-maximal effect; % of control where 0% means no effect; nearly all actives have a fitted effect of over 45% in size
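hTERT-immortalized A-T patient fibroblasts ([…]), 500 cells/well in OPTI-MEM, 1% FBS, got compounds for 60 min, then NCS for 30 min at 37C. Lysates were then assayed for phospho-KAP-1 by AlphaLISA (anti-pKAP1 donor, anti-KAP1 acceptor beads), 6 hr at 25C.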
Mito fusion act – inhibitors of mitochondrial division or activators of mitochondrial fusion; S. cerevisiae fusion-defective mutant growth rescue, CellTiterGlo 48 h; Potency, µM (titrated, usually from 46.1 µM), without a hit: top-dose growth rescue (activation), usual class: activators; actives 0.23% (n = 320,000); AID 485298;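 note: potency is the fitted concentration of half-maximal effect; % of control where 0% means no effect; nearly all actives have a fitted effect of over 45% in size; temperature-sensitive fusion mutants such as fzo1-1 at 37 °C on non-fermentable ethanol glycerol medium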
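Yeast fusion mutant, YPEG (non-fermentable carbon), compound, 48 h at 37C non-permissive; CellTiterGlo added, 10 min RT, luminescence read. Rescued growth = division inhibition.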
MLL CXXC-DNA inh – MLL CXXC-DNA interaction inhibition. actives 0.037% (n = 290,000). Potency, µM (titrated, usually from 115 µM), for the others: top-dose activity change, negative = inhibition, actives largely listed as inhibitors. Q03164. MLL-CXXC / FITC-HOXA9 DNA fluorescence polarization; active = well fitted inhibition curve with a large enough effect in the polarisation, with a control signal flat, not every such curve was filed as active; inconclusive = small, poorly fitted or top-dose-only effect, or effect the other way, or a change in a side signal; inactive = no such curve, though single readings can be large or run the other way; the % refers to the polarisation; note: potency is the fitted concentration of half-maximal effect
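Steps: dispense CXXC domain solution (7 uM) → pin compounds or unlabeled HOX-A9 DNA control → 5 min ambient → add FLSN-HOX-A9 solution (50 nM) → spin → 30 min ambient → fluorescence polarization. Tris pH 7.5/NaCl/DTT/BSA buffer.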
Menin-MLL TR inh – inhibitors of human menin-MLL interaction, mutant MLL peptide; O00255; Potency, µM (highest dose often 61.6 µM), inactives show top-dose FP activity change, negative = inhibition, usual class: inhibitors; actives 0.23% (n = 270,000); Menin + Texas Red MLL mutant peptide, fluorescence polarization; active = well fitted inhibition curve with a large enough effect in the polarisation, with a control signal flat, not every such curve was filed as active; inconclusive = small, poorly fitted or top-dose-only effect, or effect the other way, or a change in a side signal; inactive = no such curve, though single readings can be large or run the other way; the % refers to the polarisation; note: potency is the fitted concentration of half-maximal effect; % of control where 0% means no effect; many of its hits are not listed in these tables
Target sequence (O00255 whole entry, looked up): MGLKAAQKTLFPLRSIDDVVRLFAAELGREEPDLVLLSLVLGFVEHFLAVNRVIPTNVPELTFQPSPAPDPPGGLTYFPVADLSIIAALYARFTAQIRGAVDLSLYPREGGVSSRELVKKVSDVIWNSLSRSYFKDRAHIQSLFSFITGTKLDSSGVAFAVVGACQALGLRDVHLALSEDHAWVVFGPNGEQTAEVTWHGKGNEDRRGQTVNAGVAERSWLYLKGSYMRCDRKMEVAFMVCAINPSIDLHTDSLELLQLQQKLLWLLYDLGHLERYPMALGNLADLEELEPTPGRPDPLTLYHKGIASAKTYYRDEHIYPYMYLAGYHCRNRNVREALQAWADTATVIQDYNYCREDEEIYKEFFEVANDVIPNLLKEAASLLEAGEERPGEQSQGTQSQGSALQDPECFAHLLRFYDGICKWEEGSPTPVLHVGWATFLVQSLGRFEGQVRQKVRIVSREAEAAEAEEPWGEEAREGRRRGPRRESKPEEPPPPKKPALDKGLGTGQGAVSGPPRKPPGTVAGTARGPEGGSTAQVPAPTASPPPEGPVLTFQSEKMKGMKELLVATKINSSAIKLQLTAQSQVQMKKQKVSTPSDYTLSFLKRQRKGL
MBNL1-CUG inh – MBNL1-poly(CUG) RNA binding inhibition. Potency, µM (series often up to 57.5 µM), for the others: at the top dose activity change, negative = inhibition, most hits filed as inhibitors. TR-FRET MBNL1-His/biotin-(CUG)12 binding, 665/545 ratio. actives 0.036% (n = 280,000); active = well fitted inhibition curve with a large enough effect in the signal ratio, with a control signal flat, not every such curve was filed as active; inconclusive = small, poorly fitted or top-dose-only effect, or effect the other way, or a change in a side signal; inactive = no such curve, though single readings can be large or run the other way; the % refers to the signal ratio; note: potency is the fitted concentration of half-maximal effect; % is set by controls: 0 for no effect and ±100 for the full control effect
Target sequence (Q9NR56 whole entry, looked up): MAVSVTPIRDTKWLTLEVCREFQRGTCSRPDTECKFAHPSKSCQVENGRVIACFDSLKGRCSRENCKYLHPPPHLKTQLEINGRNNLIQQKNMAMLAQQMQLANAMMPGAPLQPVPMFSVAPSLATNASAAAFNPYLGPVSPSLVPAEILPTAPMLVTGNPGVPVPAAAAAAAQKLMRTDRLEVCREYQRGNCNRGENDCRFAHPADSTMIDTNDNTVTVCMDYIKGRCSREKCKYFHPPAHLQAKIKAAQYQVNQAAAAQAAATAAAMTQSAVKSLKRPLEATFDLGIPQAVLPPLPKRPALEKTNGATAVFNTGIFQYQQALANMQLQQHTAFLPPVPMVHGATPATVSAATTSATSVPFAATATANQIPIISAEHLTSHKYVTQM
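Inhibition of protein-RNA binding appears as loss of TR-FRET between terbium anti-His antibody on MBNL1-His and streptavidin-XL665 on biotin-(CUG)12. Activity is normalized to buffer-only and uninhibited-complex controls.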
* hit, by the source's call; & = joins results of further samples; [ ] = another dose, or the depositor's remark. Unless noted, calls come from the whole dose curve; as a rule, active = well fitted curve in the direction sought with a large enough effect; inconclusive = small, poorly fitted or top-dose-only effect, or another doubt; inactive = no such curve, though single readings can be large; an effect the other way counts as inactive or inconclusive. These rows are one share of the data; the hit share may differ from the screen's.

Screening O=C(CC1C(=O)NC2CCCCC2N1C(=O)c1ccc(F)cc1)Nc1ccccc1 (stereo not drawn) returned S-ASM inh -5%, TCR activator 2%, Integrin act MD -1%, TSHR antagonist 3, TSG101-PTAP inh -3%, AT treatment 0%, Mito fusion act 1%, MLL CXXC-DNA inh 4% and MBNL1-CUG inh 1%.
Screening COC(=O)c1cnc[nH]1 returned S-ASM inh 3%, TCR activator 0%, TSHR antagonist -2, TSG101-PTAP inh 0%, AT treatment 6%, Mito fusion act -1%, MLL CXXC-DNA inh 4%, Menin-MLL TR inh 8% and MBNL1-CUG inh -4%.
`Cc1cc(C)[n+]2n1C(=O)C(c1ccccc1)=C2[O-]` gave S-ASM inh -4%&-1%, TCR activator -1%, Integrin act MD -6%&-5%, TSHR antagonist 3&1, TSG101-PTAP inh -2%&-2%, AT treatment -2%&-14%, Mito fusion act -17%&1%, MLL CXXC-DNA inh 10%&6%, Menin-MLL TR inh -8%&13% and MBNL1-CUG inh inconclusive.
Cc1cccc(C)c1OCC(=O)NNC(=S)NC(=O)C1CC1 was read as S-ASM inh 3%, TCR activator 0%, Integrin act MD -1%, TSHR antagonist -3, TSG101-PTAP inh 0%, AT treatment 3%, Mito fusion act -28%, MLL CXXC-DNA inh 10% and MBNL1-CUG inh 2%.
Screening COC(=O)[C@]1(C)N[C@H](CN(C)C(=O)c2ccc(C(C)(C)C)cc2)[C@@H]2C(=O)N(Cc3ccccc3)C(=O)[C@@H]21 returned S-ASM inh 1%, TCR activator -9%, Integrin act MD -38%, TSHR antagonist -11, TSG101-PTAP inh -1% and AT treatment 4%.
For O=C(NCCCn1ccnc1)c1cc(C(=O)C2CC2)c[nH]1 the results were S-ASM inh 3%, TCR activator 6%, Integrin act MD 2%[7.66 µM], TSHR antagonist -4, TSG101-PTAP inh -7%, AT treatment -6%, Mito fusion act -2%, MLL CXXC-DNA inh 3%, Menin-MLL TR inh 13% and MBNL1-CUG inh -8%.
`O=C(Nc1ccccc1Cl)Oc1ccc2ccccc2c1` gave TSHR antagonist -6, AT treatment 2%, Mito fusion act -1%, MLL CXXC-DNA inh 2%, Menin-MLL TR inh 15% and MBNL1-CUG inh -3%.
For CC(C)(C)[C@H]1C=C(C(N)=O)O[C@@H](OCc2ccc(CO)cc2)C1 the results were S-ASM inh 0%, TCR activator 1%, Integrin act MD 22%, TSHR antagonist 5, TSG101-PTAP inh 0%, AT treatment 2%, Mito fusion act 2%, MLL CXXC-DNA inh -10%, Menin-MLL TR inh 1% and MBNL1-CUG inh -5%.
For CC(C)CCNC(=O)C(=O)Nc1ccccc1 the results were S-ASM inh 1%, TCR activator -4%, Integrin act MD -5%, TSHR antagonist 1, TSG101-PTAP inh -5%, AT treatment 5%, Mito fusion act -5%, MLL CXXC-DNA inh 6%, Menin-MLL TR inh 1% and MBNL1-CUG inh -6%.
Screening COc1cc(CNn2c(C)n[nH]c2=S)cc(Br)c1OCc1ccc(F)cc1 returned S-ASM inh -8%, TCR activator 0%[46.1 µM], Integrin act MD 9%, TSHR antagonist -8, TSG101-PTAP inh -2%, AT treatment 4%, Mito fusion act inconclusive, MLL CXXC-DNA inh 8%, Menin-MLL TR inh 19% and MBNL1-CUG inh -3%[11.5 µM].
Screening COc1ccc(NC(=O)COC(=O)Cn2c(C)nc3ccccc32)cc1OC returned S-ASM inh 0%, TCR activator -5%, Integrin act MD 29%, TSHR antagonist -4, TSG101-PTAP inh -2%, AT treatment -2%, Mito fusion act 1%, MLL CXXC-DNA inh -3%, Menin-MLL TR inh 3% and MBNL1-CUG inh 6%.
Screening CCc1ccccc1N(CC)C(=O)c1cn(CC)c(=O)c2cc(OC)c(OC)cc12 returned S-ASM inh -1%, TCR activator 4%, Integrin act MD -15%, TSHR antagonist -1, TSG101-PTAP inh -4%, AT treatment -1%, Mito fusion act -2%, MLL CXXC-DNA inh -9%, Menin-MLL TR inh -19% and MBNL1-CUG inh 10%.
O=C(CSc1ccc2nnc(-c3ccccn3)n2n1)Nc1ccc2c(c1)OCO2 was read as S-ASM inh -2%, TCR activator 3%, Integrin act MD 32%, TSHR antagonist 3, TSG101-PTAP inh 0%, AT treatment -8%, Mito fusion act 4%, MLL CXXC-DNA inh 3%, Menin-MLL TR inh 12% and MBNL1-CUG inh -2%.
For COc1ccc(S(=O)(=O)N2CCCCCC2)cc1C(=O)OCc1c(C)noc1C the results were S-ASM inh -3%, TCR activator 2%, Integrin act MD 22%, TSHR antagonist -7, TSG101-PTAP inh -5%, AT treatment 2%, Mito fusion act 3%, MLL CXXC-DNA inh 0%, Menin-MLL TR inh 1% and MBNL1-CUG inh 3%.
For COc1ccc(C(=O)NCCNc2ccc([N+](=O)[O-])cc2)cc1OC the results were S-ASM inh -6%, Integrin act MD 0%, TSHR antagonist -10, TSG101-PTAP inh -1%, AT treatment 0%, Mito fusion act 2%, MLL CXXC-DNA inh -9%, Menin-MLL TR inh 1% and MBNL1-CUG inh inconclusive.
Screening CCN=c1scc(-c2cccs2)n1/N=C/c1cc(OC)ccc1O returned S-ASM inh 7%, TCR activator 1%[46.1 µM], Integrin act MD -5%, TSHR antagonist inconclusive, TSG101-PTAP inh 0%, AT treatment -2%, Mito fusion act -1%, MLL CXXC-DNA inh 14% and Menin-MLL TR inh inconclusive.
Cn1c(=O)c2c(ncn2CC(=O)N2CCCCCC2)n(C)c1=O was read as S-ASM inh 1%, TCR activator -4%, Integrin act MD -3%, TSHR antagonist 3, TSG101-PTAP inh -2%, AT treatment -14%, Mito fusion act -1%, MLL CXXC-DNA inh -7% and MBNL1-CUG inh -7%.
Screening CC(C)[C@H](N)c1cn([C@@H](CO)C(=O)N2CCNCC2)nn1 returned S-ASM inh 1%, TCR activator -2%, Integrin act MD 0%, TSHR antagonist 8, TSG101-PTAP inh 0%, AT treatment 8% and Mito fusion act 3%.
`COc1ccccc1N1CCN(C(=O)CCNC(=O)c2ccco2)CC1` gave S-ASM inh -2%, TCR activator -4%, Integrin act MD 7%, TSHR antagonist 16, TSG101-PTAP inh -6%, AT treatment -10% and Mito fusion act -5%.
Cc1c(C(=O)Nc2ccccc2F)sc2nc3n(c(=O)c12)CCC3 was read as S-ASM inh 3%, TCR activator 2%, Integrin act MD 7%, TSHR antagonist -6, TSG101-PTAP inh 1%, AT treatment 4%, Mito fusion act 30%, MLL CXXC-DNA inh 1% and MBNL1-CUG inh 6%.
Cc1cccc(Cn2c(=O)oc3ccc(C)cc32)c1 was read as S-ASM inh -3%, TCR activator 1%, Integrin act MD 2%, TSHR antagonist -7, TSG101-PTAP inh -4%, AT treatment 6%, Mito fusion act 25%, MLL CXXC-DNA inh 5%, Menin-MLL TR inh inconclusive and MBNL1-CUG inh 2%.
`O=C(CNS(=O)(=O)c1ccccc1)OCc1cccc([N+](=O)[O-])c1` gave S-ASM inh 1%, TCR activator 0%, Integrin act MD 12%, TSHR antagonist -5, TSG101-PTAP inh -6%, AT treatment 1%, Mito fusion act 0%, MLL CXXC-DNA inh 1% and Menin-MLL TR inh -3%.
Screening CCC1CCCCN1S(=O)(=O)c1ccc(C(=O)Nc2nnc(-c3ccccc3Cl)o2)cc1 (stereo not drawn) returned S-ASM inh -3%, TCR activator 5%[46.1 µM], Integrin act MD -35%, TSHR antagonist -16, TSG101-PTAP inh -6%, AT treatment 10%, Mito fusion act 7%, MLL CXXC-DNA inh -9%, Menin-MLL TR inh inconclusive and MBNL1-CUG inh -9%.
`CCOc1cccc(C2/C(=C(/O)c3ccc4c(c3)CC(C)O4)C(=O)C(=O)N2CCCn2ccnc2)c1` (stereo not drawn) gave S-ASM inh -1%, TCR activator 2%, Integrin act MD -1%, TSHR antagonist 4, TSG101-PTAP inh -6%, AT treatment -9%, Mito fusion act 2%, MLL CXXC-DNA inh 0%, Menin-MLL TR inh 2% and MBNL1-CUG inh 36%[activator].
